# Lipid droplet: hepatic lipid droplet formation modulation. AID 1656. 240,000 tested, 0.4% active. inhibition, % at 6.5 µM. AML12 mouse hepatocytes, oleate lipid droplets, BODIPY imaging;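 active means lipid droplet intensity inhibited by at least 50%, with more than 500 cells counted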
#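 Material – AML12 mouse liver cells · Also added – oleate loading, 100 µM · Compound dosing – 6.5 µM single-point dosing · Times – overnight treatment with compound plus oleate · Measured by – fluorescence imaging, 20x objective, two fields per well · Read-out – percent inhibition of filter-corrected integrated lipid droplet intensity per well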
# P. falciparum M17LAP: P. falciparum M17LAP inhibitors, primary screen, biochemical, fluorogenic H-Leu-NHMec substrate, 1536-well (AID 1619); inhibition, % at 30 µM; hits with a dose series show IC50 in µM; recombinant M17LAP, H-Leu-NHMec fluorogenic kinetic assay; higher % means a stronger effect; 220,000 tested, 0.38% active;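 active means compound inhibiting the enzyme by more than half at any dose during confirmatory dose-response retesting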;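 further: plate controls were full reaction with DMSO carrier for no effect and no enzyme background for full effect; strong numbers were not always called active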
# UTI89 phage lysis: inhibition of K1F phage lysis, E. coli UTI89, bacterial capsule biogenesis inhibitors, alamar blue (AID 488966); E. coli UTI89 K1F phage lysis, alamar blue, 2 h; higher % means a stronger effect; inhibition, % at 100 µM; hits with a dose series show IC50 in µM; 340,000 tested, 0.02% active;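 active means phage lysis inhibition, versus mean bacterial control, above a set limit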;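 further: capsule biogenesis inhibitors block K1F phage lysis so surviving cells raise fluorescence; higher fluorescence means more inhibition of phage lysis; actives were called in the ten point dose series up to 300 µM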
# PMI inhibition: MPI inhibition at elevated mannose 6-phosphate – biochemical, fluorescence intensity, high mannose 6-phosphate, primary screen (AID 1220); recombinant PMI enzyme, coupled fluorescence intensity; higher % means a stronger effect; inhibition, % at 20 µM, or IC50 in µM where a hit was titrated; 190,000 tested, 0.66% active
# PMI inhibitors: inhibitors of human PMI, primary screen, biochemical, fluorescence intensity, coupled assay (AID 1209) | purified PMI enzyme, coupled fluorescence intensity; higher % means a stronger effect | inhibition, % at 20 µM, or IC50 in µM where a hit was titrated | 190,000 tested, 0.42% active;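 further: plate controls were DMSO vehicle for no effect and wells lacking substrate for full effect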
# TNAP activation fold: human TNAP enzyme activators, primary screen, biochemical, luminescent, no phosphate acceptor, uHTS (AID 1001). purified TNAP, luminescent activation assay, no phosphate acceptor; higher activation fold means a stronger effect. activation fold at 20 µM, or EC50 in µM where a hit was titrated. 200,000 tested, 0.03% active; in the data active means activation fold from about 3, or a potency from the dose series; inactive means the rest, 99 in 100 with activation fold below about 1.6; further: many of its hits are not listed in these tables
# XIAP antagonists: XIAP antagonists, biochemical, IAP family, fluorescence polarization (AID 1018). XIAP BIR domain, fluorescence polarization peptide displacement; higher % means a stronger effect. displacement, % at 20 µM, or IC50 in µM where a hit was titrated. 200,000 tested, 0.007% active; in the data active means displacement above about 50%; further: a part of the inactive calls stands beside numbers as strong as those of hits
# Siah-1 displacement: Siah-1 peptide-binding antagonists, primary screen, biochemical, fluorescence polarization, rhodamine-plectin, uHTS (AID 1817); Siah-1 / rhodamine-plectin peptide fluorescence polarization; higher % means a stronger effect; displacement, % at 20 µM; hits with a dose series show IC50 in µM; 290,000 tested, 0.02% active;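 active means displacement of at least 50% at 20 µM, with a fluorescence ratio check between 0.3 and a set limit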;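 further: plate controls were Siah plus tracer with DMSO for no effect and tracer alone without Siah for full effect; strong numbers were not always called active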
# P. falciparum M1AAP: malaria alanyl aminopeptidase activity blockers – biochemical, fluorogenic H-Leu-NHMec substrate, 1536-well (AID 1445) | recombinant M1AAP, H-Leu-NHMec fluorogenic kinetic assay; higher % means a stronger effect | inhibition, % at 30 µM, or IC50 in µM where a hit was titrated | 220,000 tested, 0.42% active;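 active means primary inhibition above the hit cutoff, then over 50% inhibition at one or more dose response concentrations, cut at about 23% in these data, passing the limit was not always enough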;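 further: plate controls were DMSO full reaction for no effect and no enzyme background for full effect; strong numbers were not always called active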
# Lipid droplet cells 6.5 µM: also measured in Lipid droplet; calls as there; cell count; measured here: cell count, cytotoxicity flag;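 cells counted across two imaged fields per well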
# * marks the source's active call; other numbers are inactive results; nt = not tested or not shown; [ ] = another dose, or the depositor's remark. Unless noted, no stated cut-off is given here; in the data, active means inhibition above about 50%; inactive means the rest. Hits appear at their usual frequency. Share with any hit: about 1.9%.
Molecule	TNAP activation fold	UTI89 phage lysis	Lipid droplet cells 6.5 µM	XIAP antagonists	PMI inhibitors	P. falciparum M17LAP	Siah-1 displacement	Lipid droplet	PMI inhibition	P. falciparum M1AAP
CC(OC(=O)CCc1nc2ccccc2c(=O)[nH]1)C(=O)c1ccc(C(C)(C)C)cc1 (stereo not given)	1.1	4.7%	398	1.9%	18%	10%	-7%	6	3%	4%
CCOC(=O)c1cc(-c2ccco2)nn1-c1ccc(C)cc1	1.1	1.1%	675	-1.3%	-5%	4%	0%	19	-9%	1%
O=C(CNC(=O)OCc1ccccc1)NC1CCCCCCC1	1.1	0.6%[50 µM]	656	-1.8%	6%	8%	-3%	4	10%	8%
Cc1ccc(NC(=O)CN(C)C(=O)CSc2ncc(C(F)(F)F)cc2Cl)cc1	0.8	0.1%[50 µM]	570	-4.9%	3%	-11%	3%	1	1%	1%
CCOC(=O)/C=C1\SCC(=O)N1CC(=O)NC12CC3CC(CC(C3)C1)C2	1.2	-0.7%	755	-5.9%	-6%	15%	-1%	10	-7%	-1%
O=C(NC1CCCCC1)C1Cc2ccccc2CN1S(=O)(=O)c1ccc(F)cc1 (stereo not given)	1.1	1.3%	762	-6.9%	10%	2%	10%	-23	19%	5%
Cc1ccc(C(=O)N2CCCC(CCC(=O)N3CCN(c4ccccn4)CC3)C2)s1 (stereo not given)	1.1	-0.3%	727	-6.8%	2%	-11%	1%	-2	-3%	6%
CN1CCCN(C(=O)CC2(CC(=O)O)CCCC2)CC1	1.1	3.6%	692	-4.5%	0%	5%	-4%	-11	3%	2%
Cc1ccc(CNC(=O)COc2ccccc2-c2ccccc2)cc1	1.2	5.4%	704	-2.5%	-4%	12%	-5%	-7	-2%	-5%
CCn1c(SCc2nc(N)nc(N3CCCCC3)n2)nc2c1c(=O)n(C)c(=O)n2C	1.1	0.9%[50 µM]	663	-9.1%	10%	27%	1%	-4	2%	0%
COc1cc(NC(=O)COc2ccccc2)c(OC)cc1NC(C)=O	1.1	-0.6%	737	-0.5%	10%	-4%	-4%	17	20%	9%
Cc1ccc(NC(=O)C2COc3ccccc3O2)nc1 (stereo not given)	1.2	0.4%	759	-2.5%	0%	-2%	4%	4	-2%	8%
O=C(Cc1ccc(Cl)cc1)Nc1ccc(S(=O)(=O)Nc2cnc3ccccc3n2)cc1	1.1	-2.0%	733	-6.4%	-5%	2%	4%	-3	0%	15%
CC(OCc1ccccc1)C(NC(=O)OC(C)(C)C)C(=O)NCC1CCCO1 (stereo not given)	1.1	-0.1%	736	-4.6%	12%	-1%	-2%	-1	8%	-5%
COc1cc(C(=O)NCc2nnc(SCC(=O)NCc3ccccc3)o2)cc(OC)c1OC	1.1	-0.6%	805	-4.4%	9%	5%	1%	1	6%	5%
O=C(CN(c1ccccc1)S(=O)(=O)c1ccccc1)N/N=C/c1ccc(OC2CSC2)cc1	1.1	nt	650	-1.7%	16%	-3%	14%	1	3%	5%
COc1ccc(CC(=O)NNC(=S)Nc2ccc(Br)cc2)cc1	1.1	0.0%	804	-11%	6%	12%	-3%	13	5%	-16%
COc1ccc(/C=N\N=C2/SC(CC(=O)O)C(=O)N2c2ccc(O)cc2)cc1 (stereo not given)	1	3.4%	nt	0.1%	-10%	46%	2%	nt	-3%	3%
CC(Nc1ccc(Cl)c(Cl)c1)C(=O)NN (stereo not given)	nt	-1.0%	740	nt	nt	-1%	-4%	18	nt	8%
CCN(CC)CCn1c(NCc2cc(OC)ccc2OC)nc2ccccc21	1	3.8%	716	-9.3%	-9%	3%	-3%	-54	-17%	4%
Cc1onc(-c2ccccc2)c1-c1nc2ccccc2c(=O)o1	1.1	1.3%	819	-5.8%	13%	-6%	3%	5	6%	4%
CC1Cc2ccccc2N1C(=O)CSc1nnc(-c2ccc(S(=O)(=O)N3CCOCC3)cc2)n1C (stereo not given)	1.2	-0.4%	677	0.8%	0%	-10%	1%	-8	-3%	-2%
CC1CCCN(CCCOc2ccc([N+](=O)[O-])cc2)C1 (stereo not given)	1	3.2%	624	-3.5%	1%	8%	-4%	5	1%	-1%
O=C(Cc1c(F)cccc1Cl)Nc1nc2ccccc2s1	1.1	0.2%	681	-2.0%	-20%	-2%	-3%	15	-7%	5%
CCCCCCCC[n+]1cccc(C(=O)N(CC)CC)c1	1	0.2%	713	-10%	-3%	-4%	2%	2	-3%	-8%
COc1ccc(C)cc1N(C(=O)CNC(=O)c1ccco1)C(C(=O)NC1CCCC1)c1cccnc1 (stereo not given)	1.1	-0.9%	nt	1.7%	0%	9%	3%	nt	2%	4%
O=S(=O)(c1ccc(F)cc1)c1nc(-c2ccco2)oc1Nc1ccc(F)cc1	1.1	0.0%	665	-6.4%	-26%	1%	6%	26	5%	-4%
COc1ccc(NC(=O)Nc2ccc(C(=O)N3CCOCC3)cc2)cc1	1.1	-0.3%	686	-2.3%	2%	32µM*	0%	3	-1%	0%
Cc1cc(CNC(=O)c2ccc3c(c2)OCO3)c2ccccc2n1	0.9	0.3%	693	-1.3%	-34%	2%	3%	3	-34%	10%
CCOC(=O)c1[nH]c(C)c(C(=O)N2CCN(c3cccc(Cl)c3)CC2)c1C	1	10%	719	-2.5%	14%	8%	-3%	-5	11%	5%
COC(=O)c1nc(N)sc1C	1.1	0.1%	595	-3.6%	4%	-1%	9%	-7	4%	2%
CC(C(=O)Nc1nc2ccccc2[nH]1)N1C(=O)C2CC=CCC2C1=O (stereo not given)	0.9	-1.9%	nt	-4.5%	-4%	-2%	0%	nt	3%	6%
COc1ccc(CC(=O)Nc2ccc(N3CCOCC3)cc2)cc1OC	nt	-0.2%	740	nt	nt	-3%	7%	3	nt	0%
CCOC(=O)NC(=O)/C(C#N)=N/Nc1c(F)cccc1F	1.1	1.1%	778	-3.3%	-24%	10%	-1%	0	-41%	12%
COc1ccc(CCNC(=O)c2nn(C)cc2Cl)cc1	1.1	0.1%	678	-3.3%	6%	14%	5%	-27	8%	9%
O=[N+]([O-])c1cn(Cc2ccc(Cl)cc2)cn1	1	0.4%	nt	-2.5%	-14%	5%	-1%	nt	-9%	0%
CCCCCCc1ccc(OCC(=O)O)cc1OCC(=O)O	0.9	3.7%	nt	-6.8%	-5%	27%	-4%	nt	0%	9%
COc1cc(/C=N/NC(=O)C23CC4CC(CC(C4)C2)C3)cc(Br)c1O	1	0.3%[50 µM]	625	-3.5%	7%	20%	-2%	-6	13%	14%
O=C(NCCCN1CCCC1)c1ccc(CSCc2cccc(Cl)c2)o1	0.7	5.8%	718	-6.7%	-3%	1%	0%	13	6%	12%
COc1ccc(C(=O)Nc2cc([N+](=O)[O-])ccc2N2CCN(C)CC2)cc1	1	10%	nt	-6.1%	-3%	15%	0%	nt	2%	12%
O=S(=O)(Nc1nccs1)c1cnc(Cl)c(Br)c1	1	-0.4%	708	-8.2%	-9%	0%	-1%	-49	-9%	9%
COc1cc(NC(=S)NCc2cccnc2)cc(OC)c1	1.1	0.1%	691	-3.0%	12%	-10%	-2%	-1	18%	5%
Cc1nc(N2CCOCC2)nc2c1CCC2	1	0.1%	701	-4.0%	-12%	-8%	-3%	-5	2%	4%
Cc1cnc(C(=O)Nc2ccc(N3CCOCC3)cc2)cn1	1.1	1.0%	737	-9.2%	7%	1%	-1%	16	2%	7%
O=C(c1ccco1)N1CCN(C(=O)C(Sc2ccccc2)c2ccccc2)CC1 (stereo not given)	1	-0.1%	716	-5.4%	13%	9%	0%	5	6%	-3%
COC(=O)CCC(=O)OC1(C)C(=O)C=C2C=C(C3CC3)N(Cc3ccccc3)C=C2C1=O (stereo not given)	nt	-0.4%	nt	nt	nt	3%	-4%	nt	nt	6%
COc1ccc([C@@H]2[C@H]3CN(C(C)=O)CC=C3C(C#N)=C(N)C2(C#N)C#N)c2ccccc12	1.2	3.2%	nt	-1.6%	5%	-29%	1%	nt	32%	19%
O=C(c1cc2ccccc2oc1=O)N1CCN(c2ccc(N3CCOCC3)nn2)CC1	1.1	0.2%	572	-7.2%	10%	7%	2%	26	9%	7%
CC(C)CC(=O)Nc1cccc2c1C(=O)N(c1ccccc1)C2=O	1.1	0.9%	737	-0.4%	-5%	-5%	3%	2	-5%	-1%
Cc1csc(NC(=O)CSc2nnc(Cc3cccn3C)n2CCc2ccccc2)n1	1	-5.1%	667	0.2%	6%	0%	-1%	3	-2%	5%

# Continuation:
Molecule	TNAP activation fold	UTI89 phage lysis	Lipid droplet cells 6.5 µM	XIAP antagonists	PMI inhibitors	P. falciparum M17LAP	Siah-1 displacement	Lipid droplet	PMI inhibition	P. falciparum M1AAP
Cc1ccccc1CNC(=O)c1ccccc1C	1	0.8%	774	-5.8%	3%	5%	-6%	5	4%	2%
CCOc1ccc(C(=O)NN2C(=S)NC(C)(C)C=C2C)cc1	nt	13%	782	nt	nt	9%	-1%	-1	nt	8%
CC(C)(C)c1ccc(C(=O)NCC(=O)OCC(=O)c2ccc3c(c2)-c2ccccc2C3)cc1	1	7.8%	569	-2.4%	5%	38%	19%	0	-6%	-3%
O=C(NC1CCCc2ccccc21)C1CCC(CNc2c(N3CCOCC3)c(=O)c2=O)CC1 (stereo not given)	1.1	-0.7%	626	-4.5%	-3%	1%	0%	-2	-1%	0%
CCOc1ccc(CNc2ncnc(N)n2)cc1	1.1	-0.5%	818	-2.3%	1%	-6%	1%	-45	-1%	1%
CCN(Cc1ccncc1)Cc1cn[nH]c1-c1ccc(OC)cc1F	0.5	-1.0%	724	-20%	14%	27%	-2%	-5	28%	4%
COc1ccc(CCNC(=O)c2sc3ccccc3c2Cl)cc1OC	1	6.0%	657	-2.4%	10%	-1%	6%	4	-5%	3%
CC(C)c1ccc(S(=O)(=O)c2n[nH]n3c2nc(=O)c2ccccc23)cc1	1	2.4%	752	-0.1%	-3%	3%	4%	4	-1%	1%
O=C(OCC(=O)N1CCN(C(=O)c2ccco2)CC1)c1sc2cc(F)ccc2c1Cl	1	1.3%	711	-5.6%	-4%	4%	-5%	2	-6%	-8%
Cc1ccc(S(=O)(=O)N2CCOCC2)cc1NC(=O)CSc1nccn1C	1.1	1.0%	611	-6.7%	6%	-5%	-1%	-10	-2%	10%

# Some of these compounds in order of their number in Siah-1 displacement, descending:
compound | Siah-1 displacement
COc1ccc(CCNC(=O)c2sc3ccccc3c2Cl)cc1OC | 6%
O=C(NC1CCCc2ccccc21)C1CCC(CNc2c(N3CCOCC3)c(=O)c2=O)CC1 (stereo not given) | 0%
Cc1ccc(S(=O)(=O)N2CCOCC2)cc1NC(=O)CSc1nccn1C | -1%
